Screening results deposited in PubChem by several laboratories.
Pemphigus Ab inh: blocks pemphigus antibody binding to human desmoglein-3 | DSG3-coupled beads, scFv-anti-DSG3-GFP binding, flow cytometry; active compounds read low | binding (percent of control), % at 10 µM | 310,000 compounds, 0.48% hits;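 active = binding more than 3 SD below its plate's average and above zero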;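 also: hits lower antibody fragment binding to DSG3; some compounds called inactive have numbers as strong as hits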
Mot1-301 SUMO: SUMOylation pathway inhibition by Mot1-301 growth rescue. S. cerevisiae Mot1-301 growth rescue, ATP luminescence, 38.5C; percent above DMSO median, 100 means doubled. growth rescue, % at 18.8 µM. 320,000 compounds, 1% hits;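 active = every valid replicate shows activation above 250% relative to neutral control wells; inactive = the rest, any valid replicate at or below 250%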;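 also: OY570 slx delta 5 strain wells were the positive control but not used for scaling; some compounds called inactive have numbers as strong as hits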
PfHsp90 yeast 2: reduces growth (ATP signal) of yeast expressing P. falciparum Hsp90; S. cerevisiae expressing PfHsp90, BacTiter-Glo ATP, 48 h; yeast lacking PDR1 and PDR3 efflux regulators; inhibition, % at 9.4 µM; 310,000 compounds, 0.32% hits;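 active = every replicate shows inhibition above about 80%, whatever the replicate mean, limit read from the data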;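 also: 0% = DMSO neutral controls and 100% = 20 µM radicicol positive controls; yeast relying on Plasmodium falciparum Hsp90 in place of its own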
E coli growth: reduces bacterial viability in AddAB counter-screen. AID 449728. inhibition, % at 11.9 µM. E. coli V3065 growth, OD600 absorbance, 18 h. 330,000 compounds, 0.27% hits;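 active = inhibition above the campaign's mean inhibition across all tested compounds plus 3 SD, cut at about 9.9% in these data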;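 also: uninfected addAB+ strain grown without phage in ampicillin broth; 0% = DMSO wells and 100% = ciprofloxacin 0.95 µg/ml wells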
PKA-R1A activ: PKA-R1A complex activation; P00514+P68181; PKA-R1A dissociation, Cy5-IP20 fluorescence polarization; scaled: DMSO 0%, 113 µM cGMP 100%; activation, % at 11.4 µM; 340,000 compounds, 0.083% hits; AID 504707;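 active = percent activation above the mean of all tested compounds plus 3 SD, cut at about 19% in these data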;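 also: higher means more PKAc released from R1A so a rise in polarization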
AddAB inh: less growth of phage-infected E. coli with AddAB | 330,000 compounds, 0.29% hits | E. coli expressing H. pylori AddAB, absorbance growth | inhibition, % at 11.9 µM; in the data active = inhibition above about 12%;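 also: 0% = vehicle wells of infected cells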
MOR-DOR ag: OPRM1-OPRD1 heterodimerization agonism. cells, luminescence. 340,000 compounds, 0.3% hits. activation, % at 9.3 µM; in the data active = activation above about 18%;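 also: 0% = vehicle-treated cells and 100% = reference agonist; values of inactives mirror those of a sister screen read the other way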
Target sequence (P35372 whole entry, looked up): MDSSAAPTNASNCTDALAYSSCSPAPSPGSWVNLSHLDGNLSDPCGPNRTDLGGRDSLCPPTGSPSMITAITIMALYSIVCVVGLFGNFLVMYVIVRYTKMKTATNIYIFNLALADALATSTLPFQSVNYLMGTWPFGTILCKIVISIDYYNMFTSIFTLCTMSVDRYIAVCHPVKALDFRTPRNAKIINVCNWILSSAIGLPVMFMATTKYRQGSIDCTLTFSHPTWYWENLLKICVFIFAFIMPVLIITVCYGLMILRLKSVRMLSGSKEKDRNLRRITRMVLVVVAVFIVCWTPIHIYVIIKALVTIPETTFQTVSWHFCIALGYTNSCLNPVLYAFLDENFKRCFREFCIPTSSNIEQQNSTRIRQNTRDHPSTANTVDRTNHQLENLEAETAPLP
Target sequence (P41143 whole entry, looked up): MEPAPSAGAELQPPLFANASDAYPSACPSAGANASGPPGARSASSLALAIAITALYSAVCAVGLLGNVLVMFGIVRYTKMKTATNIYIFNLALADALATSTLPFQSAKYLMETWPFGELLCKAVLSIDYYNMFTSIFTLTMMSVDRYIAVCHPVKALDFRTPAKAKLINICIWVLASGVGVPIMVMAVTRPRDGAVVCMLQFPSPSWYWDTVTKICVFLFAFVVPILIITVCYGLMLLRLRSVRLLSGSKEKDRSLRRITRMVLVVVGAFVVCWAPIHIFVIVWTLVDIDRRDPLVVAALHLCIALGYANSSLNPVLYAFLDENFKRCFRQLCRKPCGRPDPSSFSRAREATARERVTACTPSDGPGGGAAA
Tat transport: E. coli Tat transport inhibition; AID 488895; inhibition, % at 10 µM; E. coli MC4100 TorA-mCherry Tat export, fluorescence; 340,000 compounds, 0.036% hits;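 active = mean replicate inhibition at least 50% and at least half of replicates individually reaching 50%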;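 also: exported cargo escapes ClpAP degradation while cytoplasmic cargo is degraded and loses fluorescence; 0% = median of neutral control wells and 100% = median of NaSCN control wells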
Arr AP2 block: blocks beta-arrestin peptide binding to AP2 adaptin. FITC-arrestin peptide / GST-AP2 beads, flow cytometry; AP2 beta2 appendage carries R879A mutation. inhibition, % at 10 µM. 340,000 compounds, 0.31% hits;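 active = inhibition above a set limit, near 3 SD of compounds lacking own fluorescence, cut at about 54% in these data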;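 also: plate controls were DMSO wells for no effect and 5 µM unlabelled arrestin peptide for full effect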
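System: GST-AP2 R879A glutathione beads. Medium: PBS with 0.05% Tween 20 and 0.1% BSA. Also added: FITC-arrestin peptide, 50 nM. Incubation: 12 min plus 1 h, RT. Measured by: high-throughput flow cytometry of beads, ex 488, em 535 nm. Evaluation: percent drop in bead-associated FITC signal.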
phage Ecoli inh: E. coli growth loss with phage present. growth absorbance. inhibition, % at 11.9 µM. 360,000 compounds, 0.26% hits. AID 651602; in the data active = inhibition above about 11%
OPRM1-OPRD1 inv: inverse agonist of human OPRM1-OPRD1 heterodimerization | inhibition, % at 9.3 µM | cell-based MOR-DOR heterodimer luminescence, inverse agonism | P35372+P41143 | 340,000 compounds, 0.21% hits; in the data active = inhibition above about 22%, passing the limit was not always enough;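 also: 0% = cells with DMSO and 100% = wells without cells with DMSO; values of inactives mirror those of a sister screen read the other way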
* hit, by the source's call; i = inactive; / = not tested or not shown. This is a random part of the collection; 2.8% or so of the library scored in one or more.

SMILES	Pemphigus Ab inh	Mot1-301 SUMO	PfHsp90 yeast 2	E coli growth	PKA-R1A activ	AddAB inh	MOR-DOR ag	Tat transport	Arr AP2 block	phage Ecoli inh	OPRM1-OPRD1 inv
COC(=O)c1ccc2c(=O)n(-c3ccccc3)c(=S)[nH]c2c1	104	/	-19	0.9	-12	-0.3	-1.8	9	37	2.5	9
O=C(CSc1nnc(NC(=O)C2CC(=O)N(c3ccc(F)cc3)C2)s1)NC1CCCC1 (stereo not drawn)	102	6	-13	0.2	-7	-2.3	-1.7	1	21	2.4	9
CCC(C)n1c(=N)c(C#N)cc2c(=O)n3ccccc3nc21 (stereo not drawn)	110	-5	3	1.3	1	2.5	-1.4	7	-9	0.5	8
CC(C)C(=O)N1CCC(c2nc(-c3ccc(S(=O)(=O)N4CCCC4)cc3)no2)CC1	90	19	-5	1.2	2	-0.8	-0.7	5	23	-0.1	4
O=C(NCCc1ccccc1)C1CCCN1S(=O)(=O)c1ccccc1 (stereo not drawn)	97	7	0	3.4	/	6.0	/	-6	-1	6.1	/
CCN(CC)c1ccc(NC(=O)COc2ccc(N(C)S(=O)(=O)c3cccs3)cc2)cc1	102	-14	7	-2.6	-9	-1.1	2.7	-1	5	-1.4	-14
CC(=O)c1cc(-c2ccccc2)n(CC(=O)N2CCN(C3CCCC3)CC2)c1C	/	i	38	1.9	-9	5.5	-2.0	5	-8	0.9	8
CC(C)=CCC(C)(C)CNC(=O)NC1CCCCC1	101	-7	-34	-1.6	1	-1.6	-1.3	1	-10	2.1	7
N#Cc1ccccc1Sc1ccccc1C(=O)OCC(=O)N1CCN(C(=O)c2ccco2)CC1	107	13	12	-0.1	-8	4.1	-1.6	4	4	1.1	9
COCCCNC(=O)CCc1c(C)nc2c(c(C)nn2-c2ccc(C)cc2)c1C	96	27	-13	/	-6	/	-1.4	0	3	0.9	8
Cc1sc2ncnc(SCC(=O)NC(=O)c3cccn3C)c2c1C	98	11	0	-1.0	-5	2.1	5.1	-5	8	-2.4	-24
CN1CCC(N(C)C(=O)c2ccccc2F)CC1	84	-9	7	-1.0	-5	1.9	-3.4	8	-5	1.1	16
COc1ccc2[nH]cc(CCNS(=O)(=O)Cc3ccccc3)c2c1	99	27	-23	1.3	-1	5.4	-1.8	-11	35	5.5	9
COc1cccc(C(=O)Nc2nc3ccc(S(C)(=O)=O)cc3s2)c1	102	-9	12	2.9	-5	2.5	0.4	4	13	2.5	-2
CCN1CCN(Cc2c(O)ccc3c2O/C(=C\C=C\c2ccccc2OC)C3=O)CC1	94	25	28	-0.1	-1	2.4	-0.8	11	9	3.0	4
COc1ccc(CCNC(=O)c2oc3ccc(OC)cc3c2C)cc1	/	-12	1	1.8	-14	2.7	-3.7	-3	12	1.6	19
O=C(COC(=O)c1c(F)cccc1Cl)NC1CCCC1	93	-6	-13	0.4	2	0.5	-2.9	4	28	-1.6	19
COc1ccc(N(CC(=O)NCc2cccs2)S(=O)(=O)c2c(C)nn(C)c2C)cc1	113	16	-24	0.1	-4	2.2	-0.2	1	25	2.8	1
CCOc1ccc(C(C)=O)cc1COc1ccc(-n2cnnn2)cc1	/	11	3	0.5	-6	4.5	-0.4	-11	-3	-0.3	2
O=C(O)CCC(=O)N1CCc2cc(S(=O)(=O)NCc3cccs3)ccc21	104	2	15	0.3	4	1.4	-1.3	-10	-3	0.8	7
COC(=O)c1ccc(COC(=O)CNS(=O)(=O)c2ccc(C)cc2)cc1	97	5	11	2.2	4	3.4	0.2	8	1	2.3	-1
COc1ccccc1N1CCN(C(c2cccs2)C(C)NC(=O)c2cccs2)CC1 (stereo not drawn)	123	-14	-8	1.6	-5	-1.0	23*	18	-3	4.0	-138
CC(C)C(=O)Nc1cccc(COc2ccccc2CN(Cc2ccccc2)C(=O)OC(C)(C)C)c1	107	/	-15	/	-6	/	3.0	11	14	4.5	-14
O=C(CSc1ccc(Br)cc1)NCC(c1cccs1)N1CCOCC1 (stereo not drawn)	108	6	/	0.8	-4	1.1	-2.6	-5	-8	3.7	14
COc1ccc(Cl)cc1NC(=O)CCN1C(=O)C2C3CCC(C3)C2C1=O (stereo not drawn)	94	-5	3	-1.6	-7	0.4	-0.9	2	-2	1.7	6
Cc1ccc(C2CC(c3ccc(F)cc3)Nc3nc(N)nn32)cc1 (stereo not drawn)	109	22	12	-1.2	-9	2.9	-2.1	3	25	1.1	11
Cc1onc(-c2ccccc2)c1C(=O)Nc1ccc(-c2nnc3n2CCCCC3)cc1	98	223	-2	0.4	14	-1.0	-1.8	-2	-3	2.2	10
CSc1n[nH]c(NCc2ccc(C)cc2)n1	/	53	-18	-0.2	2	0.6	-2.4	6	4	-0.4	12
CCOc1ccc(CCNC(=O)CN2C(=O)NC3(CCCc4ccccc43)C2=O)cc1OCC (stereo not drawn)	112	-2	32	1.8	-2	-0.9	-4.5	-6	-15	4.8	23
CCC1(C)NC(=O)N(/N=C/c2cc(OC)c(O)c(OC)c2)C1=O (stereo not drawn)	118	-6	/	-0.8	-16	-1.2	0.3	1	3	2.4	-2
COc1ccc(C)cc1NC(=O)C(Sc1nnc(Nc2ccccc2F)s1)c1ccccc1 (stereo not drawn)	95	-19	10	-0.4	7	1.4	0.8	5	-2	1.7	-5
Cc1cc(C)cc(NC(=S)NCCc2ccc(S(N)(=O)=O)cc2)c1	92	1	-14	-1.3	-5	-0.5	-0.7	-8	0	2.7	5
O=C(NC(c1ccccc1)c1ccccc1)c1ccc(Br)o1	/	78	-29	3.3	2	2.5	1.7	-2	4	2.1	-10
Cc1ccccc1NC(=O)c1ccc(C)c(S(=O)(=O)N2CCN(C)CC2)c1	111	35	11	/	4	/	-1.7	7	-2	1.3	9
COCCN1CCN(c2cc(-c3ccccc3)nc3cc(-c4cccc(F)c4)nn23)CC1	/	915	8	0.1	-10	0.0	1.6	11	26	-2.1	-7
CCCC(=O)NC(=S)Nc1c(C)cc(Br)cc1C	107	134	-1	0.7	-26	5.8	2.9	-3	-5	1.2	-12
CC1(C)C(C=C(Cl)Cl)C1C(=O)N1CCN(Cc2ccccc2)CC1 (stereo not drawn)	100	12	-8	2.1	-10	-0.3	-1.0	5	33	1.8	5
C/C(=N/NC(=O)c1cccc(N2CCCC2=O)c1)c1ccncc1	98	-1	-4	-0.1	-9	1.6	-1.9	2	-14	5.3	10
CC(C)C(=O)Nc1c(C(=O)c2ccc(F)cc2)oc2ccccc12	84	-5	26	-1.1	-13	-0.2	1.7	-9	28	3.0	-10
O=C(O)[C@H](Cc1ccccc1)NC(=O)N1CCN(c2ccccc2)CC1	106	7	-19	-1.3	-3	1.4	-2.5	3	-6	0.3	13
CC(C)Cn1c(SC(C)C(=O)NC2CC2)nnc1-c1ccccc1F (stereo not drawn)	/	37	7	-1.2	-1	-0.1	-1.9	3	-15	-1.8	8
O=C(NC1CCN(C(=O)Nc2ccc(F)cc2)CC1)c1cccc(F)c1	/	1	-7	-0.6	-23	3.1	-2.3	0	-23	1.8	14
CC(=O)Nc1ccc(C(=O)CSc2nnnn2C2CCCC2)cc1	94	/	9	1.8	-1	0.7	-1.7	3	33	2.3	9
CCN(CC)S(=O)(=O)c1ccc(C(=O)Nc2cc(S(=O)(=O)N3CCOCC3)ccc2O)cc1	97	-12	8	1.5	0	0.3	-4.5	-5	-9	0.8	17
O=C(Nn1c(-c2ccncc2)nc2ccccc2c1=O)c1ccccc1Br	103	15	-12	-1.3	3	-0.3	-0.2	-2	19	4.8	1
CC(NC1CCN(Cc2ccccc2)CC1)c1ccc(F)cc1 (stereo not drawn)	99	15	5	-0.5	1	5.2	0.7	-11	13	3.6	-3
O=C(CSc1nc2c(cnn2-c2ccccc2)c(=O)[nH]1)NCC1CCCO1 (stereo not drawn)	93	/	-33	0.7	-3	-2.6	-3.0	4	10	4.2	16
Cn1c(Cn2c(=O)sc3ccccc32)nnc1SCC(=O)N1CCOCC1	104	6	-18	0.0	10	3.0	-1.3	0	-1	1.1	7

Entries listed above printed as active in MOR-DOR ag.
Compound	Pemphigus Ab inh	Mot1-301 SUMO	PfHsp90 yeast 2	PKA-R1A activ	AddAB inh	MOR-DOR ag	Tat transport	Arr AP2 block	phage Ecoli inh	OPRM1-OPRD1 inv
COc1ccccc1N1CCN(C(c2cccs2)C(C)NC(=O)c2cccs2)CC1 (stereo not drawn)	123	-14	-8	-5	-1.0	23*	18	-3	4.0	-138

Continuation:
SMILES	Pemphigus Ab inh	Mot1-301 SUMO	PfHsp90 yeast 2	E coli growth	PKA-R1A activ	AddAB inh	MOR-DOR ag	Tat transport	Arr AP2 block	phage Ecoli inh	OPRM1-OPRD1 inv
CN1C(=O)N2CN(C3CCCCC3)CN3C(=O)N(C)C1C23 (stereo not drawn)	107	2	1	0.1	-1	0.6	0.6	5	13	-0.1	-3
C=CCn1c(SCCC(=O)O)nc2c1c(=O)n(C)c(=O)n2C	98	0	-23	1.4	-3	-0.9	-1.1	3	7	1.1	6
CCOC(=O)c1c(-c2cccs2)csc1NC(=O)CN1CCOCC1	100	1	-38	0.9	4	-0.4	5.2	3	/	1.3	-31
COc1ccc(S(=O)(=O)N2CCOC2CNC(=O)C(=O)NCC(C)C)cc1OC (stereo not drawn)	98	7	-17	-1.3	3	-1.9	-4.0	-9	24	-0.1	20
CCOC(=O)c1ccc(S(=O)(=O)N2CCN(CC(O)COc3cccc(C(C)=O)c3)CC2)cc1 (stereo not drawn)	104	10	7	/	-8	/	0.2	1	5	3.0	-1
Nc1ncnc2c1C1(CCCCC1)Cc1ccccc1-2	92	-14	0	0.0	1	0.0	-1.0	0	-1	2.0	6
O=C(Nc1cccnc1)c1ccc2snnc2c1	110	-15	8	0.7	-9	0.2	-1.3	-1	-9	5.5	8
Cc1cccc(C(=O)N[C@H](C(=O)Nc2ccc3c(c2)OCO3)C(C)C)c1	122	-2	32	1.0	3	-0.1	-1.6	-2	25	2.2	8
O=C(CCN1CCC(c2ccc(Cl)s2)=N1)c1ccc(Cl)s1	106	5	/	0.3	/	0.1	/	/	-2	0.1	/
COc1ccc(NC(=S)N2CCN(C/C=C/c3ccccc3)CC2)c(OC)c1	107	1	-29	-2.1	-9	-0.7	0.0	-2	4	0.8	0
O=C1c2cc(O)c(O)cc2OC(c2ccc(O)c(O)c2)C1O (stereo not drawn)	/	/	18	/	-6	/	0.8	-1	-2	3.3	-4
Cc1ccccc1S(=O)(=O)/N=C(/c1ccccc1)N(C)C	/	-10	11	-0.2	-2	0.5	-2.8	3	-9	-0.8	14
O=C(CCNC(=O)c1ccccc1)NCCc1ccc(Cl)cc1	105	-15	32	-3.7	-4	-0.3	-0.5	1	15	2.5	2
CCc1cc(-c2n[nH]c(=S)n2-c2ccccc2C)cs1	106	-7	-17	1.5	3	1.8	0.3	10	6	/	-1
